# High-throughput results: PubChem, Broad Institute
# NSD2 block: inhibitors of human NSD2 methyltransferase. O96028. NSD2-SET H3K36me1 DELFIA fluorescence, biochemical. inhibition, % at 12.5 µM. hit rate 0.07% among 44,000; in the data active = inhibition above about 54%, passing the limit was not always enough;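 also: inhibitors reduce the monomethyl H3K36 fluorescence signal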
# Target sequence (O96028 whole entry, looked up): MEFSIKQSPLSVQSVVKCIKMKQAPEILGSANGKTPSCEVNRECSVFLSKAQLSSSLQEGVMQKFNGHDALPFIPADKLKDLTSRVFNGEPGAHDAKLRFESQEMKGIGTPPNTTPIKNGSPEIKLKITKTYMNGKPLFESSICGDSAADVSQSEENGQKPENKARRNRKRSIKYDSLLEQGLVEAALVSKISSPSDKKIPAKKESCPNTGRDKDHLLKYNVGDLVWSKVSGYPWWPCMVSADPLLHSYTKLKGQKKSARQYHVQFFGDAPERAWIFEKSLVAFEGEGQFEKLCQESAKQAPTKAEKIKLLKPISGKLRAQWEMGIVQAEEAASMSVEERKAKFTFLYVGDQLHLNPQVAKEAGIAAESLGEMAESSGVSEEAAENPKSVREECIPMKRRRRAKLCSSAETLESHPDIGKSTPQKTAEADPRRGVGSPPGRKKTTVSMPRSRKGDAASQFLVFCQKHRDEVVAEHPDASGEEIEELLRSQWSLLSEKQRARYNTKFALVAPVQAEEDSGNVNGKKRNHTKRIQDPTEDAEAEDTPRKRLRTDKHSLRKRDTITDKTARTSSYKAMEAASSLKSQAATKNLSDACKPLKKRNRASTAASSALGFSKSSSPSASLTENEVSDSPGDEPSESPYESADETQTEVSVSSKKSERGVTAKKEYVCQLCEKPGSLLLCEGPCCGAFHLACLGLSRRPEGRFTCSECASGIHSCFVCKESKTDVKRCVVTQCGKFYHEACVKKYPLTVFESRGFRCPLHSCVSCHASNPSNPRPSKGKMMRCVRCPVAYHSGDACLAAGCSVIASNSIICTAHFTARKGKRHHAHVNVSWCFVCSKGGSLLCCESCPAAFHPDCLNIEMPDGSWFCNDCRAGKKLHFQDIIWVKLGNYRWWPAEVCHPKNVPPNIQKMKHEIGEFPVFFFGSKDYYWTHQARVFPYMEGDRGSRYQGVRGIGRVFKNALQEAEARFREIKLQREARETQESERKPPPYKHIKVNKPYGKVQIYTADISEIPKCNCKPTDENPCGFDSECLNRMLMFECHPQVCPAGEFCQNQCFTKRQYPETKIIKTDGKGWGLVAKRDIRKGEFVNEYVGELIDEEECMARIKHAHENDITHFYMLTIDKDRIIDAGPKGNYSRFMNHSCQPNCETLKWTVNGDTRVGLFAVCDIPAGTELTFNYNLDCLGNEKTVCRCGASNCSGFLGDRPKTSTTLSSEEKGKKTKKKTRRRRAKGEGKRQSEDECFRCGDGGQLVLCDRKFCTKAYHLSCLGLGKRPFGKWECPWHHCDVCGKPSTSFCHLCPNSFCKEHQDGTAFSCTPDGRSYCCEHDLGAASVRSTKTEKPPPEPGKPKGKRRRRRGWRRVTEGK
# The depositor's hits bear a star. A portion of the library; count on the stated rates, not on these rows.
SMILES,NSD2 block
CC(C)NC(=O)Nc1ccc2c(c1)CC(=O)N([C@@H](C)CO)C[C@H](C)[C@@H](CN(C)C(=O)Nc1ccc(F)cc1)O2,-13
C[C@H]1CN([C@@H](C)CO)C(=O)Cc2cc(NS(=O)(=O)c3cccs3)ccc2O[C@H]1CN(C)C(=O)NC1CCCCC1,-3
C[C@@H]1CN([C@H](C)CO)C(=O)c2cc(C#CC3(O)CCCC3)cnc2O[C@H]1CN(C)S(C)(=O)=O,7
C[C@@H]1CN([C@H](C)CO)C(=O)c2cc(NC(=O)CCN3CCOCC3)ccc2O[C@@H]1CN(C)Cc1ccc2c(c1)OCO2,1
C[C@H](CO)N1C[C@H](C)[C@@H](CN(C)S(=O)(=O)c2ccc(Cl)cc2)Oc2ccc(NC(=O)c3ccncc3)cc2CC1=O,0
C[C@@H]1CN([C@H](C)CO)C(=O)c2cc(NC(=O)c3ccccc3)ccc2O[C@@H](C)CCCCO[C@@H]1CN(C)S(C)(=O)=O,0
CCCN(C)C[C@@H]1Oc2ncc(-c3ccccc3F)cc2C(=O)N([C@H](C)CO)C[C@@H]1C,-3
C[C@@H]1CCCCO[C@@H](CN(C)Cc2ccc3c(c2)OCO3)[C@@H](C)CN([C@H](C)CO)C(=O)c2cc(NC(=O)CCCN(C)C)ccc2O1,1
C[C@@H]1CCCCO[C@@H](CN(C)Cc2ccncc2)[C@H](C)CN([C@@H](C)CO)C(=O)c2cc(NC(=O)CCCN(C)C)ccc2O1,3
Cc1noc(C)c1NC(=O)N(C)C[C@H]1Oc2c(NS(=O)(=O)c3ccc(F)cc3)cccc2C(=O)N([C@H](C)CO)C[C@@H]1C,1
C[C@@H]1CN([C@H](C)CO)C(=O)c2cc(NC(=O)Cc3cn(C)c4ccccc34)ccc2O[C@H]1CN(C)C(=O)Nc1ccccc1,-4
CC(C)C#Cc1cnc2c(c1)C(=O)N([C@H](C)CO)C[C@@H](C)[C@H](CN(C)C(=O)CC1CC1)O2,2
O=C1CC2(CCCC2)CC(=O)N1CCNCC1COc2ccccc2O1 (stereo unspecified),1
Cc1noc(C)c1NC(=O)N(C)C[C@@H]1Oc2ccc(NS(=O)(=O)c3cccs3)cc2CC(=O)N([C@H](C)CO)C[C@@H]1C,-2
Cc1noc(C)c1S(=O)(=O)Nc1ccc2c(c1)C(=O)N([C@H](C)CO)C[C@H](C)[C@@H](CN(C)Cc1ccc(Cl)c(Cl)c1)OCCCC[C@H](C)O2,-6
Cc1ccc(S(=O)(=O)N(C)C[C@@H]2OCCCC[C@@H](C)Oc3ccc(NC(=O)Cc4ccccc4)cc3C(=O)N([C@@H](C)CO)C[C@H]2C)cc1,-4
COc1ccc(S(=O)(=O)N(C)C[C@@H]2Oc3ccc(NS(=O)(=O)c4c(C)noc4C)cc3CC(=O)N([C@H](C)CO)C[C@H]2C)cc1,-9
CC(C)CC#Cc1cnc2c(c1)C(=O)N([C@@H](C)CO)C[C@@H](C)[C@@H](CN(C)C(=O)c1ccccc1)O2,-4
C[C@H]1CN([C@@H](C)CO)C(=O)CCCn2cc(nn2)CO[C@@H]1CN(C)C(=O)Nc1ccc(-c2cccs2)cc1,-8
C[C@H]1CN([C@@H](C)CO)C(=O)c2ccccc2-c2ccccc2CO[C@@H]1CN(C)S(=O)(=O)c1cn(C)cn1,-30
CC1(C)CC(=O)c2c(O)cc(OCC(=O)c3ccccc3)cc2O1,11
C[C@@H]1CN([C@H](C)CO)C(=O)c2cc(NC(=O)CCN3CCOCC3)ccc2O[C@@H]1CN(C)C(=O)Nc1ccc(F)cc1,-5
Cc1noc(C)c1NC(=O)Nc1cccc2c1O[C@@H](CN(C)S(=O)(=O)c1cccs1)[C@H](C)CN([C@H](C)CO)C2=O,0
C[C@@H]1CN([C@H](C)CO)C(=O)c2cc(NS(=O)(=O)c3cn(C)cn3)ccc2O[C@@H](C)CCCCO[C@H]1CN(C)S(=O)(=O)c1ccc(F)cc1,-5
C[C@@H]1CCCCO[C@H](CN(C)Cc2ccc(Cl)c(Cl)c2)[C@H](C)CN([C@@H](C)CO)C(=O)c2cc(NC(=O)Nc3ccccc3)ccc2O1,2

# Shown with values ahead of the structure: 4 of the compounds above.
NSD2 block	Structure
-30	C[C@H]1CN([C@@H](C)CO)C(=O)c2ccccc2-c2ccccc2CO[C@@H]1CN(C)S(=O)(=O)c1cn(C)cn1
3	C[C@@H]1CCCCO[C@@H](CN(C)Cc2ccncc2)[C@H](C)CN([C@@H](C)CO)C(=O)c2cc(NC(=O)CCCN(C)C)ccc2O1
-2	Cc1noc(C)c1NC(=O)N(C)C[C@@H]1Oc2ccc(NS(=O)(=O)c3cccs3)cc2CC(=O)N([C@H](C)CO)C[C@@H]1C
1	O=C1CC2(CCCC2)CC(=O)N1CCNCC1COc2ccccc2O1 (stereo unspecified)

# More results
SMILES,NSD2 block
C[C@@H]1CCCCO[C@H](CN(C)S(=O)(=O)c2cccs2)[C@@H](C)CN([C@H](C)CO)C(=O)c2cc(NS(=O)(=O)c3ccc(F)cc3)ccc2O1,7
C[C@H](CO)N1C[C@H](C)[C@H](CN(C)S(=O)(=O)c2cn(C)cn2)Oc2c(NS(C)(=O)=O)cccc2C1=O,0
COCC#Cc1ccc2c(c1)O[C@@H](CN(C)C(=O)CN(C)C)[C@H](C)CN([C@@H](C)CO)S2(=O)=O,-4
C/C=C/c1cnc2c(c1)C(=O)N([C@@H](C)CO)C[C@H](C)[C@@H](CN(C)Cc1cccc(C(=O)O)c1)O2,-5
C[C@@H]1CN([C@@H](C)CO)S(=O)(=O)c2ccc(-c3cccc(F)c3)cc2O[C@@H]1CN(C)C,18
C[C@@H]1CCCCO[C@@H](CN(C)CC2CCCCC2)[C@H](C)CN([C@H](C)CO)C(=O)c2cc(NS(=O)(=O)c3ccc(F)cc3)ccc2O1,-2
COc1cc2c(cc1OC)C1Cc3ccc(OC)c(OC)c3CN1CC2 (stereo unspecified),-3
C[C@@H]1CCCCO[C@@H](CN(C)C(=O)C2CCCCC2)[C@H](C)CN([C@@H](C)CO)C(=O)c2cc(NS(=O)(=O)c3cccs3)ccc2O1,-4
C[C@@H]1CN([C@@H](C)CO)C(=O)c2cccc(NC(=O)CCCCCC(=O)Nc3ccccc3N)c2O[C@H]1CN(C)S(C)(=O)=O,-3
C[C@H](CO)N1C[C@H](C)[C@H](CN(C)C(=O)Cc2ccccc2)Oc2ncc(-c3ccccc3)cc2C1=O,-4
COC(=O)c1cc(NC2c3ccccc3C(=O)N2c2ccccn2)cc(C(=O)OC)c1 (stereo unspecified),-2
CCCNC(=O)C[C@@H]1C[C@H]2c3cc(NC(=O)Nc4ccc(F)cc4)ccc3O[C@H]2[C@H](CO)O1,-1
COc1cccc(C#Cc2ccc3c(c2)O[C@H](CN(C)S(=O)(=O)c2ccccc2F)[C@H](C)CN([C@H](C)CO)S3(=O)=O)c1,-5
C[C@@H]1CN([C@H](C)CO)C(=O)c2cccc(NS(=O)(=O)c3ccc(Cl)cc3)c2O[C@H]1CN(C)C(=O)Nc1ccc2c(c1)OCO2,7
C[C@@H]1CN([C@@H](C)CO)C(=O)c2cccc(NS(=O)(=O)c3ccccc3)c2O[C@H]1CN(C)Cc1ccc(C(=O)O)cc1,-1
C[C@H](CO)N1C[C@H](C)[C@@H](CN(C)S(=O)(=O)c2ccccc2)OCCCC[C@H](C)Oc2ccc(NC(=O)Nc3cccc4ccccc34)cc2C1=O,-3
C[C@H]1CN([C@@H](C)CO)C(=O)Cc2cc(NC(=O)C3CCCCC3)ccc2O[C@H]1CN(C)Cc1ccc(C(=O)Nc2ccccc2N)cc1,0
C[C@@H]1CN([C@@H](C)CO)S(=O)(=O)c2ccc(C#C[C@@H](C)O)cc2O[C@H]1CN(C)C,3
C[C@@H]1CN([C@H](C)CO)S(=O)(=O)c2ccc(-c3cccc(C#N)c3)cc2O[C@@H]1CN(C)C,23
C[C@H](CO)N1C[C@H](C)[C@@H](CN(C)C(=O)c2ccccc2)Oc2ncc(C#CC3CC3)cc2C1=O,1
C[C@@H]1CCCCO[C@H](CN(C)C(=O)CCC(F)(F)F)[C@@H](C)CN([C@@H](C)CO)C(=O)c2cc(NS(=O)(=O)c3cn(C)cn3)ccc2O1,-4
CC(C)NC(=O)Nc1ccc2c(c1)C(=O)N([C@H](C)CO)C[C@H](C)[C@H](CN(C)Cc1ccc3c(c1)OCO3)OCCCC[C@H](C)O2,-1
Cc1noc(C)c1S(=O)(=O)N(C)C[C@H]1Oc2c(NC(=O)c3ccc(-c4nccs4)cc3)cccc2C(=O)N([C@H](C)CO)C[C@@H]1C,-1
C=CCNC(=O)[C@@H]1[C@H]2C(=O)O[C@H](c3ccccc3)[C@H](c3ccccc3)N2[C@H](c2ccccc2OCCO)[C@@]12C(=O)Nc1ccc(C#CCC(C(=O)OC)C(=O)OC)cc12,16
COc1ccc(CN(C)C[C@H]2Oc3ccc(NC(=O)CCCN(C)C)cc3C(=O)N([C@H](C)CO)C[C@H]2C)cc1,1

# Further results.
SMILES,NSD2 block
COc1ccc(NC(=O)Nc2ccc3c(c2)CC(=O)N([C@H](C)CO)C[C@@H](C)[C@H](CN(C)CC2CCCCC2)O3)cc1,-5
COc1ccc(NC(=O)Nc2ccc3c(c2)CC(=O)N([C@@H](C)CO)C[C@H](C)[C@H](CN(C)C(=O)Nc2cccc4ccccc24)O3)cc1,3
O=C(CCCCCCC(=O)Nc1ccccc1O)N/N=C/c1cc(Br)cc([N+](=O)[O-])c1O,-3
COc1ccccc1-c1cnc2c(c1)C(=O)N([C@H](C)CO)C[C@H](C)[C@H](CN(C)Cc1cccc(F)c1)O2,-1
C[C@@H]1CN([C@@H](C)CO)C(=O)Cc2cc(NS(=O)(=O)c3ccccc3)ccc2O[C@@H]1CN(C)C(=O)Nc1ccc2c(c1)OCO2,1
C[C@@H]1CN([C@H](C)CO)C(=O)c2cc(NC(=O)Nc3ccccc3)ccc2O[C@@H](C)CCCCO[C@@H]1CN(C)S(=O)(=O)c1cn(C)cn1,1
C[C@H]1CN([C@@H](C)CO)S(=O)(=O)c2ccc(-c3ccccc3F)cc2O[C@H]1CN(C)Cc1cncnc1,-10
COc1ccccc1-c1ccc2c(c1)O[C@@H](CN(C)S(=O)(=O)c1ccc(F)cc1)[C@H](C)CN([C@@H](C)CO)S2(=O)=O,8
COc1ccc(NC(=O)Nc2ccc3c(c2)C(=O)N([C@@H](C)CO)C[C@@H](C)[C@H](CN(C)C(=O)Nc2ccc4c(c2)OCO4)O3)cc1,1
CCCC#Cc1ccc2c(c1)O[C@@H](CN(C)C(=O)c1cccnc1)[C@@H](C)CN([C@@H](C)CO)S2(=O)=O,0
C#CCNC(=O)C1=C[C@@H](C2CCCCC2)C[C@@H](OCc2ccc(CO)cc2)O1,2
C[C@H]1CN([C@@H](C)CO)C(=O)c2cc(C#CCN(C)C)cnc2O[C@H]1CN(C)C(=O)Cc1ccccc1,1
COc1ccc(S(=O)(=O)Nc2ccc3c(c2)C(=O)N([C@H](C)CO)C[C@@H](C)[C@@H](CN(C)S(=O)(=O)c2ccc(Cl)cc2)O3)cc1,-1
COc1ccc(S(=O)(=O)Nc2ccc3c(c2)C(=O)N([C@H](C)CO)C[C@@H](C)[C@H](CN(C)C(=O)Nc2c(C)noc2C)O3)cc1,0
C[C@@H]1CN([C@H](C)CO)C(=O)c2cc(C#Cc3ccccn3)cnc2O[C@H]1CN(C)CC1CCCC1,-1
C[C@@H]1CN([C@@H](C)CO)C(=O)c2cc(NC(=O)Cc3ccccc3)ccc2O[C@H]1CN(C)Cc1ccc(Cl)c(Cl)c1,-2
Cc1noc(C)c1S(=O)(=O)N(C)C[C@H]1Oc2ccc(NC(=O)NC(C)C)cc2CC(=O)N([C@@H](C)CO)C[C@H]1C,2
CC(C)NC(=O)N(C)C[C@H]1OCCCC[C@@H](C)Oc2ccc(NC(=O)Nc3ccc4c(c3)OCO4)cc2C(=O)N([C@@H](C)CO)C[C@H]1C,-11
C[C@@H]1CN([C@H](C)CO)C(=O)c2cc(NC(=O)Nc3cccc4ccccc34)ccc2O[C@@H](C)CCCCO[C@H]1CN(C)C,-5
CNC[C@@H]1Oc2cc(C#C[C@H](C)O)ccc2S(=O)(=O)N([C@@H](C)CO)C[C@@H]1C,2
Cc1ccc(-c2ccc3c(c2)O[C@H](CN(C)C(=O)CN(C)C)[C@H](C)CN([C@H](C)CO)S3(=O)=O)cc1,4
CC(C)NC(=O)N(C)C[C@@H]1OCc2cnnn2CCCC(=O)N([C@@H](C)CO)C[C@H]1C,-3
CCCN(C)C[C@H]1Oc2ncc(C#CC3CC3)cc2C(=O)N([C@@H](C)CO)C[C@H]1C,3
C[C@H]1CCCCO[C@@H](CN(C)Cc2ccccc2)[C@@H](C)CN([C@@H](C)CO)C(=O)c2cc(NC(=O)Nc3ccc(F)cc3)ccc2O1,-5
CCC(=O)N(C)C[C@H]1Oc2ncc(-c3ccc(C(=O)N(C)C)cc3)cc2C(=O)N([C@@H](C)CO)C[C@@H]1C,-6
C[C@H](NC(=O)C[C@@H]1C[C@H]2c3cc(NC(=O)CC4CC4)ccc3O[C@H]2[C@H](CO)O1)c1ccccc1,-4
O=C(C[C@H]1C[C@H]2c3cc(NC(=O)NC4CCCC4)ccc3O[C@H]2[C@H](CO)O1)NCc1ccc(Oc2ccccc2)cc1,14

# Arranged by molar mass (smallest number first): part of the list above
SMILES,NSD2 block
CCCN(C)C[C@H]1Oc2ncc(C#CC3CC3)cc2C(=O)N([C@@H](C)CO)C[C@H]1C,3
C[C@H](NC(=O)C[C@@H]1C[C@H]2c3cc(NC(=O)CC4CC4)ccc3O[C@H]2[C@H](CO)O1)c1ccccc1,-4
C[C@H]1CN([C@@H](C)CO)C(=O)c2cc(C#CCN(C)C)cnc2O[C@H]1CN(C)C(=O)Cc1ccccc1,1
CCCC#Cc1ccc2c(c1)O[C@@H](CN(C)C(=O)c1cccnc1)[C@@H](C)CN([C@@H](C)CO)S2(=O)=O,0
COc1ccc(NC(=O)Nc2ccc3c(c2)CC(=O)N([C@H](C)CO)C[C@@H](C)[C@H](CN(C)CC2CCCCC2)O3)cc1,-5
COc1ccc(NC(=O)Nc2ccc3c(c2)C(=O)N([C@@H](C)CO)C[C@@H](C)[C@H](CN(C)C(=O)Nc2ccc4c(c2)OCO4)O3)cc1,1
C[C@@H]1CN([C@H](C)CO)C(=O)c2cc(NC(=O)Nc3ccccc3)ccc2O[C@@H](C)CCCCO[C@@H]1CN(C)S(=O)(=O)c1cn(C)cn1,1
